Screening results from PubChem BioAssay.
CCT chaperon mod = cytosolic chaperonin activity modulation | purified chaperonin ATPase assay, HTRF ADP detection, 30 min | 0.3% of 360,000 active | activity change, % (concentration not given with the values), hits read low; in the data active means activity change below about -30%; further: on the % scale 0 is the no-effect control and ±100 the full control effect
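Enzyme 40 or 20 nM (batch-dependent) in Tris pH 7.4/KCl/MgCl2/DTT; cpd 76 uM single point; ATP 10 uM; 30 min 37 °C; Transcreener ADP HTRF detection, 30 min RT; ratio 665/615.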
Nrf2 block = blocks Nrf2 signaling; Potency, µM (top dose mostly 46 µM), inactives show top-dose activity change, negative = inhibition, hits mostly inhibitors; 2.1% of 360,000 active; AID 504444; A549 ARE-Fluc reporter, luciferase luminescence, 18-24 h; further: potency means the concentration at half of the fitted maximal effect; on the % scale 0 is the no-effect control and ±100 the full control effect; nearly all actives have a fitted effect of over 60% in size
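Quantitative HTS in A549 cells stably bearing an antioxidant response element-firefly luciferase construct. Inhibition of Nrf2-driven transcription was scored by luminescence after 18-24 h of compound exposure at 37 °C.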
Nrf2 ARE act = activates Nrf2 signaling. AREc32 ARE-luciferase reporter (MCF7-derived line), luminescence, 24 h. 0.31% of 410,000 active. Potency, µM (top dose mostly 46.1 µM), for the others: at the highest dose activation, usual class: activators; further: potency means the concentration at half of the fitted maximal effect; % of control where 0% means no effect; nearly all actives have a fitted effect of over 65% in size
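Nrf2 activation is followed as ARE-luciferase induction in the AREc32 line after one day of compound treatment; luminescence is read with Steady-Glo.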
Akt phos inh = Akt phosphorylation inhibition | Neuro2A IGF-stimulated pAkt S473 HTRF, 20 min; stronger effect = lower value | activity change, % for hits at 50 µM | 0.32% of 360,000 active | AID 651550; in the data active means activity change below about -80%; inconclusive means mostly about -51% to -80%; further: on the % scale 0 is the no-effect control and ±100 the full control effect
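Neuro2A cells (4,500/well, DMEM with 0.5% FBS) were treated with compound at a single 50 µM final concentration, stimulated with 6 nM IGF for 20 min at 37 °C, and lysed. Phospho-Akt Ser473 was read by HTRF as 665/615 ratio ×10^4.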
Mm-Cpn inhibitor = inhibitors of Methanococcus maripaludis chaperonin (MmCpn); purified Mm-Cpn ATPase, ADP Transcreener TR-FRET; Potency, µM (series often up to 76.9 µM), for inactives: at the top dose activity, negative = inhibition, hits mostly inhibitors; 0.031% of 330,000 active; AID 504842; further: potency means the concentration at half of the fitted maximal effect; on the % scale 0 is the no-effect control and ±100 the full control effect; nearly all actives have a fitted effect of over 80% in size
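ATP (10 uM final) was added to archaeal chaperonin (25 nM final) after 10 min exposure to test compound at 37°C; after 30 min further incubation, ADP was detected by competitive TR-FRET.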
TGFb inhibitor = inhibitors of TGF-b signaling; HepG2 CAGA-GFP TGF-b/SMAD3 reporter, GFP fluorescence, 18 h; TGF-beta stimulated, 500 pg/mL final; Potency, µM (series often up to 46.1 µM), for inactives: at the highest dose activity, negative = inhibition, actives largely listed as inhibitors; 1.2% of 410,000 active; further: potency means the concentration at half of the fitted maximal effect; on the % scale 0 is the no-effect control and ±100 the full control effect; nearly all actives have a fitted effect of over 65% in size
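HEPG2 CAGA-GFP cells (1000/well, DMEM with 1% FBS) were pre-incubated 2 h at 37 degrees C, given compound by pin tool, then stimulated with TGF-beta at 500 pg/mL final for 18 h before per-cell GFP fluorescence imaging.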
HepG2 tox = counter-screen for TGF-b inhibitors: cytotoxicity in HepG2 cells; HepG2 CAGA-GFP viability, ATP luminescence, 18 h; Potency, µM (doses to about 46.1 µM), for the others: at the highest dose activity change, negative = cytotoxicity, most hits filed as cytotoxic; 0.76% of 410,000 active; AID 588856; further: potency means the concentration at half of the fitted maximal effect; some results filed as inactive show a strong effect at the top dose
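CellTiter-Glo luminescence gave cytotoxicity after 18 hours at 37 degrees C. The cells were HepG2 CAGA-GFP in 1% FBS DMEM, stimulated with 500 pg/mL TGF-beta after compound addition. %Activity was normalised to no-cell wells (complete cell-killing) and DMSO (no toxicity), and curves were fitted and classified.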
S2 tox = viability counter-screen for ATXN expression inhibitors; S2 cells (HEK-293 line with an ATXN2-luciferase reporter) viability, CellTiter-Fluor protease fluorescence, 24 h; Potency, µM (doses to about 56.7 µM), usual class: cytotoxic; 0.49% of 400,000 active; AID 651635; further: potency means the concentration at half of the fitted maximal effect; nearly all actives have a fitted effect of over 40% in size
A549 viability = kills or reduces viability of A549 cells in Nrf2 counter-screen; A549 ARE-Fluc cells, CellTiter-Fluor viability, 18-24 h; Potency, µM (series often up to 46 µM), for inactives: at the highest dose activity change, negative = cytotoxicity, hits mostly inhibitors; 0.16% of 390,000 active; AID 504648; further: potency means the concentration at half of the fitted maximal effect; on the % scale 0 is the no-effect control and ±100 the full control effect
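Cytotoxicity counterscreen: CellTiter-Fluor fluorescence was measured in A549 ARE_Fluc cells after 18-24 h of compound exposure in a concentration series. The subsequent BugLite luminescent read reports ARE-luciferase activity.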
The depositor's hits bear a star; i = inactive; ? = inconclusive; nt = no result given; [ ] = dose if it differs, or a comment. Unless noted, the call rests on the fitted dose curve; in most records, active means well fitted curve in the direction sought with a large enough effect; inconclusive means small, poorly fitted or top-dose-only effect, or another doubt; inactive means no such curve, though single readings can be large; an effect the other way counts as inactive or inconclusive.

entry	compound	CCT chaperon mod	Nrf2 block	Nrf2 ARE act	Akt phos inh	Mm-Cpn inhibitor	TGFb inhibitor	HepG2 tox	S2 tox	A549 viability
1	O=C(/C=C/c1ccc(Cl)cc1)N1CCN(c2ccccn2)CC1	-1.7	17%	2.2%	i	-4%	5%	9%	i	24%
2	CCOc1ccc(NC(=O)CSc2nc(-c3cccs3)cc(C(F)(F)F)n2)c([N+](=O)[O-])c1	1.3	-1%	-0.3%	i	-3%	-24%	2%	?	-2%
3	CC(C)(C)NCC(O)COc1c(F)cc(Br)cc1F (centres undefined)	-0.1	nt	0.0%	i	2%	-3%	-10%	i	0%
4	O=C(c1cccc(S(=O)(=O)N2CCc3ccccc3C2)c1)N1CCN(c2ccccc2)CC1	-2.7	-13%	0.2%	i	-1%	?	6%	i	0%
5	COc1ccc(C2=CSC3=NCCN23)cc1[N+](=O)[O-]	-1.1	10%	0.7%	i	?	0%	7%	i	-1%
6	O=C(O)/C=C/C(=O)c1ccc2c(c1)CCc1ccccc1-2	-0.5	?	?	i	-4%	?	11µM*	7.1µM*	?
7	CC1C(=O)NN=C1c1ccc([N+](=O)[O-])cc1 (centres undefined)	-3.7	11%	0.3%	i	nt	-8%	-6%	i	21%
8	COCCn1nc2cc(C(=O)NCC34CC5CC(CC(C5)C3)C4)ccc2c1OC	-0.9	-18%	-0.9%	i	-1%	-18%	-3%	i	-7%
9	Cc1cc(C)c(OCC(=O)OCCNC(=O)c2cccnc2)c(C)c1	-1.1	-5%	-0.4%	i	0%	-18%	0%	i	0%
10	Cc1ccc(S(=O)(=O)NC(=O)CSc2nc3ccccc3s2)cc1	-1.3	3%	1.9%	i	-2%	-1%	-6%	i	0%
11	CC(=O)c1cnc2c(-c3ccccc3)c(C)nn2c1C	1.6	-3%	-0.7%	i	1%	-11%	-18%	i	-7%
12	CCCSc1ncc(Cl)c(C(=O)Nc2ccc(OC)cc2OC)n1	nt	?	1.1%	nt	nt	nt	-9%	nt	?
13	CCN(CC)Cc1c(NC(=O)c2ccccc2)sc(C)c1C	1.2	21%	11µM*	i	0%	-19%	-16%	i	12%
14	COc1ccc(C2NC(=S)NC(C)=C2C(=O)c2ccccc2)cc1OC (centres undefined)	-3.6	-9%	0.1%	i	-2%	-2%	8%	i	1%
15	CCCCSc1nc2sc3c(c2c(=O)n1-c1ccccc1C)CC(C)(C)OC3	nt	8%	-1.5%	nt	nt	31%	-13%	i	-2%
16	O=C(Nc1cccnc1)c1ccc2c(c1)C(=O)N(CC1CCCO1)C2=O (centres undefined)	-1.1	5%	0.0%	i	0%	5%	1%	i	-3%
17	Cc1ccc(S(=O)(=O)CCc2nnc(NC(=O)COc3cccc(C)c3)s2)cc1	-1.6	-18%	-0.4%	i	?	-5%	5%	i	-2%
18	COc1ccc(-c2nc(CC(=O)O)cs2)cc1	-1.0	10%	0.3%	i	-2%	1%	3%	?	0%
19	Cc1cccc(C(=O)N[C@H](C(=O)OCC(=O)NC2CCS(=O)(=O)C2)C(C)C)c1 (some centres undefined)	-0.4	-1%	-0.5%	i	-1%	20%	-3%	i	12%
20	Cc1ccc(SCC(=O)Nc2ccccc2N2CCOCC2)cc1	0.0	?	3.3%	i	2%	1%	-2%	i	1%

Next part:
entry	compound	CCT chaperon mod	Nrf2 block	Nrf2 ARE act	Akt phos inh	Mm-Cpn inhibitor	TGFb inhibitor	HepG2 tox	S2 tox	A549 viability
21	CCCn1c2ccccc2c2cnn(CC(=O)NCCCOC(C)C)c(=O)c21	nt	-7%	0.4%	nt	nt	-17%	-3%	nt	6%
22	Cc1ccc(CNC(=O)c2cc3sccc3n2Cc2ccc(F)cc2)cc1	nt	-10%	0.2%	nt	nt	?	-35%	i	5%
23	Cc1cc(C)n(CCCNC(=O)COc2ccc([N+](=O)[O-])cc2)n1	0.1	3%	0.1%	i	-3%	5%	-9%	i	14%
24	CCOC(=O)c1ccc(CNC(=O)c2cc(C(C)(C)C)oc2C)o1	-0.5	?	2.2%	i	0%	8%	-28%	i	10%
25	O=C(CSc1nnc(-c2ccncc2)s1)Nc1ccc(Cl)c(C(=O)O)c1	0.0	-5%	-0.7%	i	-1%	13%	0%	i	-1%
26	O=c1nc(SCc2c(F)cccc2Cl)nc(-c2ccccc2)[nH]1	-31*	-9%	-0.9%	i	1%	2%	3%	i	1%
27	CSc1nc(Nc2ccc(C)cc2)c(C#N)c(-c2ccccc2)n1	nt	26%	0.5%	nt	nt	3%	7%	i	-5%
28	CCOC(=O)c1sc(NS(=O)(=O)c2ccccc2Cl)nc1C	0.7	-11%	-0.5%	i	2%	1%	-3%	i	-2%
29	COCC(=O)Nc1nnc(COc2ccccc2)s1	-2.0	6%	-0.4%	i	1%	4%	-8%	i	2%
30	CC(C)CC1C(=O)N(Cc2cn(Cc3ccco3)nn2)CCS(=O)(=O)N1Cc1ccc(-c2cccc(N(C)C)c2)cc1 (centres undefined)	-0.4	nt	-0.4%	i	nt	16%	-30%	?	nt
31	O=C(CN1C2=NCCN2c2ccccc21)c1ccco1	-0.6	5%	2.1%	i	0%	11%	-18%	i	5%
32	CC(C)Oc1ccc(CNC(=O)C2CCN(C(=O)N3CCOc4ccc(Cl)cc43)CC2)cc1	nt	-1%	-1.1%	nt	nt	?	-6%	nt	-10%
33	Cc1ccn(CCC(=O)O)n1	0.4	6%	-0.6%	i	5%	-1%	-1%	i	0%
34	CCNC(=O)CSc1nnc(CN2CCCCCC2=O)n1-c1ccccn1	-3.8	2%	0.2%	i	-1%	0%	9%	i	-6%
35	CC(NC(=O)C1=Cc2ccccc2OC1)c1ccccc1 (centres undefined)	nt	nt	5.1%	nt	nt	-26%	-13%	i	6%
36	O=C(O)C1CCN(C(=O)c2csc(-c3ccc4c(c3)CCO4)n2)CC1	0.9	3%	-1.0%	i	-4%	-2%	-1%	i	-7%
37	CCN(CC)c1ccc(NC(=O)Nc2ccc(C(C)=O)cc2)cc1	-0.5	-5%	0.1%	i	-4%	8%	-52%	i	0%
38	CC(C)(C)Cc1nnc(NC(=O)Cc2ccc([N+](=O)[O-])cc2)s1	0.9	-6%	-0.1%[9.22 µM]	i	1%	7%	9%	i	11%
39	CC(=O)c1ccc(N2CCN(C(=O)c3cccs3)CC2)c(F)c1	-3.7	8%	6.3%	i	1%	7%	4%	i	2%
40	CCn1c(=O)n(CC)c2cc(N3CCCCC3)c(NC(=O)Nc3cc(Cl)ccc3OC)cc21	nt	?	4.2%	nt	nt	-17%	-19%	i	2%

A different layout for 2 compounds above:
Results follow in this order: CCT chaperon mod | Nrf2 block | Nrf2 ARE act | Akt phos inh | Mm-Cpn inhibitor | TGFb inhibitor | HepG2 tox | S2 tox | A549 viability
28) CCOC(=O)c1sc(NS(=O)(=O)c2ccccc2Cl)nc1C
  0.7 | -11% | -0.5% | i | 2% | 1% | -3% | i | -2%
29) COCC(=O)Nc1nnc(COc2ccccc2)s1
  -2.0 | 6% | -0.4% | i | 1% | 4% | -8% | i | 2%

The results go on.
entry	compound	CCT chaperon mod	Nrf2 block	Nrf2 ARE act	Akt phos inh	Mm-Cpn inhibitor	TGFb inhibitor	HepG2 tox	S2 tox	A549 viability
41	CCC(C(=O)NCCCN(CC)CC)n1ncn2c(cc3occc32)c1=O (centres undefined)	nt	2%	0.8%	nt	nt	nt	-5%	nt	1%
42	Cc1cccc(N2CCN(C(=O)CCCn3c(=S)[nH]c4cc5c(cc4c3=O)OCO5)CC2)c1C	0.2	?	2.2%	i	2%	-16%	-2%	i	-3%
43	N#Cc1ccccc1S(=O)(=O)N1CCN(CC(=O)NC(=O)NC2CCCCC2)CC1	2.1	2%	-0.5%	i	0%	14%	-16%	i	-1%
44	Cc1nn(C(C)(C)C)c(OC(=O)c2cccs2)c1Sc1ccccc1	0.2	?	0.0%	i	2%	10%	-10%	i	?
45	C=CC[C@@H](CC(=O)N[C@@H](CO)Cc1ccccc1)C(=O)NC[C@H](OC(=O)[C@@H](CC=C)Cc1ccc(F)cc1)c1ccccc1	-0.4	?	0.5%	i	1%	?	-3%	?	-12%
46	CC(C)C[C@H](NC(=O)Nc1cccc(Br)c1)C(=O)O	0.8	1%	2.6%	i	-1%	-8%	-19%	i	8%
47	Cc1ccnc(NC(=O)c2cc3ccccc3o2)c1	0.0	?	0.2%	i	-8%	0%	-44%	i	1%
48	COc1ccc(S(=O)(=O)Nc2cccc(-c3ccc(N4CCC(C)CC4)nn3)c2)cc1OC	nt	nt	-3.6%	nt	nt	-1%	-24%	i	-20%
49	COc1ccc(C2CC(=O)N3C(=C2C#N)SCC3(O)c2ccccc2)cc1 (centres undefined)	-0.5	?	8.5%	i	-13%	-9%	-14%	i	-3%
50	CS(=O)(=O)c1nc(-c2ccccc2)cc(C(F)(F)F)n1	-0.9	23µM*	?	i	0%	?	13µM*	nt	?

Ordered by count of non-hydrogen atoms (low to high): some entries from above.
entry	compound	CCT chaperon mod	Nrf2 block	Nrf2 ARE act	Akt phos inh	Mm-Cpn inhibitor	TGFb inhibitor	HepG2 tox	S2 tox	A549 viability
39	CC(=O)c1ccc(N2CCN(C(=O)c3cccs3)CC2)c(F)c1	-3.7	8%	6.3%	i	1%	7%	4%	i	2%
43	N#Cc1ccccc1S(=O)(=O)N1CCN(CC(=O)NC(=O)NC2CCCCC2)CC1	2.1	2%	-0.5%	i	0%	14%	-16%	i	-1%
40	CCn1c(=O)n(CC)c2cc(N3CCCCC3)c(NC(=O)Nc3cc(Cl)ccc3OC)cc21	nt	?	4.2%	nt	nt	-17%	-19%	i	2%
